MrgX1 ag = agonists of human MrgX1 receptor, primary screen, HEK293 cells, Fluo-4 calcium flux; Fluo-4 calcium fluorescence, agonist mode; hits give high values; B-score at 10 µM; hit rate 0.44% among 310,000; AID 588627, 2011;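 active = calcium response B-score plate-corrected fluorescence ratio at least 3 library SD, with starting fluorescence B-score inside 5 SD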
Target sequence (Q96LB2 whole entry, looked up): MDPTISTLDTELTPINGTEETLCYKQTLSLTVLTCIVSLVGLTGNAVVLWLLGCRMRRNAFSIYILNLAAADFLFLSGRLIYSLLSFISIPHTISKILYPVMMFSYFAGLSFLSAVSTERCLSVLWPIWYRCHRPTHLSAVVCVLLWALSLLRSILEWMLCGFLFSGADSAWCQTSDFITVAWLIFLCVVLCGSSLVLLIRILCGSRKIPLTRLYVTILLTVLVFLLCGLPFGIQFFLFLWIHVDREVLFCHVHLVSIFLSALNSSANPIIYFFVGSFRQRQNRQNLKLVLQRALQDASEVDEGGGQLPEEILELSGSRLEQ
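System: HEK293 cells stably expressing human MrgX1 receptor; Dosing: test compound in the initial addition of three; Schedule: overnight plating, then 30 min 37 °C plus 30 min room-temperature dye loading; Detection: kinetic calcium dye fluorescence, Fluo-4 NW; Controls: per-plate positive and negative controls for Z′ factor.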
TRPC4 act = activators of mouse TRPC4 channel, primary screen, Fluo4 calcium, HEK293 TRPC4beta/mu-opioid cells; Short transient receptor potential channel 4 (Mus musculus), Q9QUQ5; Fluo4 calcium fluorescence; hits give high values; B-score at 10 µM; hit rate 0.49% among 310,000; AID 2237, 2010;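 active = B-score above 5 SD of library B-scores, and initial fluorescence ratio not above library mean plus 5 SD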;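 also: positive B-score marks a calcium rise read as TRPC4 activation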
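system = HEK293 cells stably co-expressing mouse TRPC4beta and mu-opioid receptor | schedule = Fluo4 dye loading 45 min at room temperature, 110 s recording | measure = B-scored integrated calcium fluorescence ratio | signal = Fluo4 calcium-sensitive dye fluorescence, kinetic, 1 Hz baseline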
TRPC6 activator = mouse TRPC6 channel activators, primary screen, cell-based, HEK293, membrane potential dye | B-score at 10 µM | AID 2550, 2010 | HEK293-TRPC6 membrane potential dye fluorescence; hits give high values | Short transient receptor potential channel 6 (Mus musculus), Q61143 | hit rate 0.13% among 310,000;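 active = B-score of the integrated fluorescence ratio above library mean plus 3 SD, and starting fluorescence ratio within library mean plus 5 SD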;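 also: higher score means more depolarization so channel activation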
TMEM16A act = TMEM16A chloride channel activators or potentiators, primary screen, cell-based, HTS. Anoctamin-1 (Mus musculus), Q8BHY3. HEK293 TMEM16A/YFP-H148Q/I152L, iodide quench fluorescence; hits give low values. B-score at 10 µM. hit rate 0.3% among 340,000;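 active = fluorescence-ratio B-score plate-corrected deviation score at least 3 library SD below zero, with starting fluorescence score within 5 deviations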;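 also: channel opened by trigger with iodide after compound preincubation; score built on the fluorescence ratio of max minus min over baseline; more negative score means more quench and so TMEM16A activation or potentiation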
ANO1 block = TMEM16A chloride channel inhibitors, primary screen, cell-based, HTS; Anoctamin-1 (Mus musculus), Q8BHY3; HEK293 TMEM16A/YFP iodide influx fluorescence, ionomycin; hit rate 1.2% among 310,000; normalized B-score (activity score, 25-100; higher = stronger inhibition) at 10 µM;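 active = ratio plate-corrected score three or more library SD toward inhibition, starting fluorescence score within five deviations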;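 also: score derived from kinetic fluorescence span divided by baseline fluorescence per well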
MrgX1 PAM = positive allosteric modulators of MrgX1, primary screen, HEK293 cells, Fluo-4 calcium flux; Mas-related G-protein coupled receptor member X1 (Homo sapiens), Q96LB2; hit rate 0.63% among 310,000; FDSS; hits give high values; B-score at 10 µM;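 active = plate-corrected calcium response at least 3 library SD above typical, normal starting fluorescence, not activating the receptor alone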;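 also: compound read alongside a low EC10 to EC30 dose of BAM8-22 agonist; peak minus trough fluorescence over baseline measured at the second addition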
RGS4 block = RGS4 inhibitors, primary screen, cell-based, HEK293 M3R inducible RGS4, calcium flux. Fluo-4 calcium flux; hits give high values; triggered by carbachol at its EC20. hit rate 0.45% among 310,000. Regulator of G-protein signaling 4 (Homo sapiens), P49798. B-score at 10 µM;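 active = B-score, a plate-corrected calcium signal, over three deviations above library mean, with baseline fluorescence within five deviations of library mean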;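 also: RGS4 expression induced by doxycycline in cells with stable M3 receptor; B-score is computed from the integrated fluorescence ratio over baseline after carbachol; higher B-score means a larger calcium signal and so more RGS4 inhibition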
Target sequence (P49798 whole entry, looked up): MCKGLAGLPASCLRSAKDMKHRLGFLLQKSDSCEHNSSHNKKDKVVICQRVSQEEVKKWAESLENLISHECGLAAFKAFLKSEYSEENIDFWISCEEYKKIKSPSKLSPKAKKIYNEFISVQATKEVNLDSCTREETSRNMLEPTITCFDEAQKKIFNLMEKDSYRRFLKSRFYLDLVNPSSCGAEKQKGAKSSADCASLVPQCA
TRPC4 block = inhibitors of mouse TRPC4 channel, primary screen, Fluo4 calcium, HEK293 TRPC4beta/mu-opioid cells; Short transient receptor potential channel 4 (Mus musculus), Q9QUQ5; DAMGO-evoked Fluo4 calcium flux; hits give low values; B-score at 10 µM; hit rate 0.39% among 300,000;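 active = B-score over 3 SD under the library average, no early fluorescence shift, positive overall ratio signal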
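Material: HEK293 cells with stable TRPC4beta plus mu-opioid receptor expression / Probe or stimulus: DAMGO in two steps, submaximal then maximal / Compound: single concentration per test compound / Technique: kinetic Fluo4 fluorescence imaging of calcium influx / Read-out: per-well B score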
TRPC4 PAM = positive allosteric modulators of TRPC4, primary screen, cell-based, mouse TRPC4beta, HEK293 mu-opioid, Fluo-4 calcium; DAMGO EC20, Fluo-4 Ca2+ flux; hits give high values; hit rate 0.42% among 310,000; B-score at 10 µM; Short transient receptor potential channel 4 (Mus musculus), Q9QUQ5;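 active = B-score of calcium response area above 5 SD of library B-scores, with initial fluorescence ratio within 5 SD of library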;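 also: B-score of integrated fluorescence ratio over time as area under calcium response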
MrgX1 antagonist = antagonists of human MrgX1 receptor, primary screen, HEK293 cells, Fluo-4 calcium flux | hit rate 1.3% among 310,000 | B-score at 10 µM | BAM8-22 antagonism; hits give low values | AID 588676, 2011;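 active = calcium-response B-score plate-corrected more than 3 library SD below zero, starting fluorescence within 5 deviations, no agonist response on first addition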;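 also: peak minus trough fluorescence over baseline after final BAM8-22 challenge near maximal dose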
TRPC6 inh = mouse TRPC6 channel inhibitors, primary screen, cell-based, HEK293, membrane potential dye; B-score at 10 µM; AID 2553, 2010; hit rate 1.1% among 310,000; ACh-evoked depolarization; hits give low values;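 active = B-score under library mean minus 3 SD, initial fluorescence not abnormally high, positive integrated signal ratio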;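 also: B-score derived from integrated fluorescence ratio over the kinetic read; more negative B-score means stronger inhibition of depolarization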
* = called active by the depositor; i = inactive; / = no result given. Not a hit list; overall some 5.8% were active at least once.

SMILES	MrgX1 ag	TRPC4 act	TRPC6 activator	TMEM16A act	ANO1 block	MrgX1 PAM	RGS4 block	TRPC4 block	TRPC4 PAM	MrgX1 antagonist	TRPC6 inh
Cc1ccccc1N1CCN(C2CCCN(C(=O)c3cc(CC(C)C)nn3C)C2)CC1 (configuration not stated)	i	i	i	i	i	i	i	i	i	i	i
Cc1ccc(NC(=O)C2C3C=CC4(O3)C2C(=O)N(CCCN2CCCC2)C4C(=O)NC2CCCCC2)cc1Cl (configuration not stated)	i	i	i	i	i	i	i	i	i	i	i
CSCC[C@H](NC(=O)[C@@H]1Cc2ccccc2CN1)C(=O)NC1CCCC1	i	i	i	i	i	8.5*	i	i	i	i	i
CCC(Cc1ccccc1)NC(=O)c1cc(S(=O)(=O)N2CCCCC2)c[nH]1 (configuration not stated)	i	i	i	i	i	i	i	i	i	i	i
CCCCN(C)C(=O)c1cn(C)c2ccc(S(=O)(=O)N(C)C)cc2c1=O	i	i	i	i	i	i	i	i	14*	i	i
Cn1ncc(Br)c1NC(=O)Nc1ccccc1	i	i	i	i	i	i	i	i	i	i	i
O=C(c1cccc(S(=O)(=O)N2CCN(c3ccccc3)CC2)c1)N1CCN(c2ccccc2O)CC1	i	i	i	i	i	i	i	i	i	i	i
COc1ccccc1-c1cc(C(F)(F)F)nc(N2CCOCC2)n1	i	i	i	i	i	i	i	i	i	i	i
O=C(NC(=S)Nc1ccccc1)c1cc(-c2ccccc2)nc2ccccc12	i	i	i	i	i	i	i	i	i	i	i
Cc1cc(C)cc(NC(=O)N2CCCCCCC2)c1	i	i	i	i	i	i	i	i	i	i	i
C/C(CC(=O)Nc1ccc(Cl)c(C(F)(F)F)c1)=N\NC(N)=S	i	i	i	i	i	i	i	i	i	i	i
COc1cccc(NC(=S)NC(=O)c2cncc(Br)c2)c1	i	i	i	i	i	i	i	i	i	i	i
O=C(NCCc1c[nH]c2ccccc12)/C(=C/c1ccco1)NC(=O)c1ccco1	i	i	i	i	i	i	i	i	i	i	i
NC1=NC(=O)CC(C(=O)NCc2ccccc2)S1 (configuration not stated)	i	i	i	i	i	i	i	i	i	i	i
O=C(Nc1ccccc1)C1=C[C@H](c2coc3ccccc3c2=O)C[C@H](OCCCCO)O1	i	i	i	i	i	i	i	i	i	i	i
COc1ccc(O)c(CNc2ccccc2F)c1	i	i	i	i	i	i	i	i	i	i	i
COc1ccc(Oc2cc(C)nc(Cl)n2)nn1	i	i	i	i	i	i	i	i	i	i	i
CC(=O)Oc1ccc(N2C(=O)C3C4C=CC(C5CC45)C3C2=O)cc1[N+](=O)[O-] (configuration not stated)	i	i	i	i	i	i	i	i	i	i	i
O=[N+]([O-])c1cn(-c2nc(-c3ccco3)cc(C(F)(F)F)n2)cn1	i	i	i	i	i	i	i	i	i	i	i
CC(=O)c1cccc(NC(=O)CCNC(=O)c2ccccc2Cl)c1	i	i	i	i	i	i	i	i	i	i	i
Cc1ccc(OCCSc2ncnc3sc(C)c(C)c23)cc1C	i	i	i	i	i	i	i	i	i	i	i
COc1ccc(CNc2nc(S(=O)(=O)c3ccccc3)c(Cl)s2)cc1OC	i	i	i	i	i	i	i	i	i	i	i
O=C(CNC1=NCCC1)c1ccc2c(c1)OCCO2	i	i	i	i	i	i	i	i	i	i	i
Cc1cccc(-c2noc(Cc3ccc(Cl)cc3)n2)c1	i	i	i	i	i	i	i	i	i	i	i
Cc1cn(C(=O)C(C)N2C(=O)c3ccccc3C2=O)c(C)n1 (configuration not stated)	i	i	i	i	i	i	i	i	i	i	i
CCCCn1c(N)c(N(CCOC)C(=O)c2ccc(S(=O)(=O)N3CCC(C)CC3)cc2)c(=O)[nH]c1=O	i	i	i	i	i	i	i	i	i	i	i
CCOC(=O)c1c(C)[nH]c(C)c1S(=O)(=O)NCc1ccc(OCC)cc1	i	i	i	i	i	i	i	i	i	i	i
CCC(=O)Nc1ccc(NC(=O)c2cc3ccccc3o2)c(OC)c1	i	i	i	i	i	i	i	i	i	i	i
COc1ccc(NC(=O)C(C)NS(=O)(=O)c2ccc(NC(C)=O)cc2)cc1Cl (configuration not stated)	i	i	i	i	i	i	i	i	i	i	i
CC(=O)Nc1ccc(CN2CCN(CCc3ccccc3)C(CCO)C2)cc1 (configuration not stated)	i	i	i	i	i	i	i	i	i	i	i
CN(C)S(=O)(=O)c1ccc(C(=O)OCn2nnc3ccccc3c2=O)cc1	i	i	i	i	i	i	i	i	i	i	i
CC1CCCN(C(=O)C(=O)c2cn(CC(=O)N3CCCCCC3)c3ccccc23)C1 (configuration not stated)	i	i	i	i	i	i	i	i	i	i	i
CCc1ccc(C(=O)OCC(=O)NCCNC(=O)COC(=O)c2ccc(CC)cc2)cc1	i	i	i	i	i	i	i	i	i	i	i
Cc1nc(-c2ccccn2)nc(N2CCOCC2)c1Cl	i	i	i	i	i	i	i	i	i	i	i
Cc1cc(C)cc(NC(=O)CS(=O)(=O)c2cccc3nsnc23)c1	i	i	i	i	i	i	i	i	i	i	i
COc1cccc(NC(=O)Nc2ccc(CC(=O)O)cc2)c1	i	i	i	i	i	i	i	i	i	i	i
CCCCCCCc1ccc(C2NC(=S)NC3=C2C(=O)c2ccccc23)cc1 (configuration not stated)	i	i	i	/	i	i	i	i	i	i	i
O=C(Nc1cccc(S(=O)(=O)N2CCCCC2)c1)c1ccc2c(=O)n3c(nc2c1)CCCCC3	i	i	i	i	i	i	i	i	i	i	i
COc1cc(NC(=O)c2cccc3c2C(=O)N(Cc2cccnc2)C3)cc(OC)c1OC	i	i	i	i	i	i	i	i	i	i	i
O=C(c1ccco1)N1CCN(C(=O)c2ccccc2OC(=O)C23CC4CC(CC(C4)C2)C3)CC1	/	i	i	i	/	/	i	i	i	/	i
CSc1ccc(S(=O)(=O)Nc2ccccc2C(=O)N2CCOCC2)cc1	i	i	i	i	i	i	i	i	i	i	i
Cc1ccc(NC(=O)CCC(=O)NNC(=O)COc2cccc3ccccc23)c(C)c1	i	i	i	i	i	i	i	i	i	i	i
CN(Cc1ccccc1)C(=O)CN1CCN(C(c2ccccc2)c2ccccc2)CC1	i	i	i	i	i	i	i	i	i	i	i
CC(=O)Nc1ccc(S(=O)(=O)NNC(=O)COc2cc(C)ccc2C(C)C)cc1	i	i	i	i	i	i	i	i	i	i	i
CCOc1ccc(S(=O)(=O)NCCC(=O)NCC(c2ccc(OC)cc2)N2CCCCC2)cc1 (configuration not stated)	i	i	i	i	i	i	i	i	i	i	i
Cc1cccc(OC(=O)c2cccnc2)c1C	i	i	i	i	i	i	i	i	i	i	i
CCN(CC)CCn1c2c(c(SCC(=O)Nc3nc(C)cs3)nc1=O)CCCC2	i	i	i	i	i	i	i	i	i	i	i
C=CCNC(=O)c1ccc2nc(-c3ccccc3)c(-c3ccccc3)nc2c1	i	i	i	i	i	i	i	i	i	i	i
Cc1ccc(C(=O)N/C(=C\c2ccco2)C(=O)NCCCn2ccnc2)cc1C	i	i	i	i	i	i	i	i	i	i	i
CN(c1ccccc1)S(=O)(=O)c1ccc(NC(=O)C2CC2)cc1	i	i	i	i	i	i	i	i	i	i	i
Nn1c(SCC(=O)N2CCN(S(=O)(=O)c3ccc(Cl)cc3)CC2)nnc1-c1cccs1	i	i	i	i	i	i	i	i	i	i	i
O=C(/C=C/c1ccc(O)c(O)c1)O[C@@H]1C[C@](O)(C(=O)O)C[C@@H](O)[C@H]1O	i	i	i	i	i	i	i	i	i	i	i
CCOC(=O)c1ccc(N2C(=O)CC(SCC(N)C(=O)OCC)C2=O)cc1 (configuration not stated)	i	i	i	i	i	i	i	i	i	i	i
COc1cc(NC(=O)CSc2nnnn2-c2ccccc2)cc(OC)c1OC	i	i	i	i	i	i	i	i	i	i	i
CCOC(=O)Nc1cc2c(C)cc(=O)oc2cc1C	i	i	i	i	i	i	i	i	i	i	i
COc1ccc(OC)c(S(=O)(=O)N2CCC(C(=O)NCc3ccncc3)CC2)c1	i	i	i	i	i	i	i	i	i	i	i
O=C(N/N=C/c1ccc2c(c1)OCO2)c1ccc(Cl)cc1Cl	i	i	i	i	i	i	i	i	i	i	i
NC(=S)N=Nc1c(O)n(CC(=O)Nc2ccccc2)c2ccccc12	i	i	i	i	i	i	i	i	i	i	i
O=C(CSc1nc(C2CC2)nc2ccccc12)N1c2ccccc2Sc2ccc(C(F)(F)F)cc21	i	i	i	i	i	i	i	i	i	i	i
COc1ccccc1CNC(=O)COC(=O)COc1ccccc1Cc1ccccc1	i	i	i	i	i	i	i	i	i	i	i
Later entries:
SMILES	MrgX1 ag	TRPC4 act	TRPC6 activator	TMEM16A act	ANO1 block	MrgX1 PAM	RGS4 block	TRPC4 block	TRPC4 PAM	MrgX1 antagonist	TRPC6 inh
CCCC(=O)Nc1ccc2c(c1)c1ccccc1n2CC	i	i	i	i	i	i	i	i	i	i	i
CCc1ccc(NC(=S)N2CCCCCCC2)cc1	i	i	i	i	i	i	i	i	i	i	i
O=C(c1cnn2c(C(F)(F)F)cc(-c3ccco3)nc12)N1CCc2ccccc2C1	i	i	i	i	i	i	i	i	i	i	i
CCn1cc(CN2CCC(n3nccc3NC(=O)CCOc3ccccc3)CC2)c(C)n1	i	i	i	i	i	i	i	i	i	i	i
N#Cc1ccc(/C=C/C(=O)c2cccnc2)cc1	i	i	i	i	i	i	19*	i	i	i	i
Cc1ccc2c(CN3CCC(C(N)=O)CC3)cc(=O)oc2c1C	i	i	i	i	i	i	i	i	i	i	i
